FLuc act counter = FLuc activators, initial screening, artefact control for FLuc-dependent activation tests, biochemical, ATPlite luminescence | activation factor at 10 µM | ATPlite luciferase biochemical, 10 min; 0 = ATP-free wells, 1 = DMSO control | 200,000 tested, under 10 active | Luciferin 4-monooxygenase (Photinus pyralis), P08659;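 active = luciferase activation factor, scaled between plate controls, of at least 2 with compound at 10 µM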
Target sequence (P08659 whole entry, looked up): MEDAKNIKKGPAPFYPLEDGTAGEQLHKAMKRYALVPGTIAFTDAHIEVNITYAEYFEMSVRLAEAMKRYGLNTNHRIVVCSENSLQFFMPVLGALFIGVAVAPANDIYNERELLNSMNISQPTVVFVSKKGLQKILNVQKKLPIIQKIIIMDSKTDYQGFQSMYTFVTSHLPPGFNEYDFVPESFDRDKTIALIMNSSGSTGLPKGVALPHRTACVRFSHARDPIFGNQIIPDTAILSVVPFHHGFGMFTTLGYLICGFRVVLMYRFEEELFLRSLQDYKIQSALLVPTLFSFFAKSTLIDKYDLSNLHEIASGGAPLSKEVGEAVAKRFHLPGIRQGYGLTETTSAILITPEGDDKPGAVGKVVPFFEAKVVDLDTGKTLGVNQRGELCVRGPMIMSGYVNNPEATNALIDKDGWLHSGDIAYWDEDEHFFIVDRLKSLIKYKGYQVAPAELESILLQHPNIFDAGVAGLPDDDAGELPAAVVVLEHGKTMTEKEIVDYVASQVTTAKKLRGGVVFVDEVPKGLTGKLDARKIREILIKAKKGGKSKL
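Assay system: Luciferase/luciferin detection reagent, cell-free biochemical luciferase assay / Read-out: luciferase activation / Benchmarks: No-ATP low control, compound-free enzyme-plus-ATP high control / Medium: PBS buffer for ATP / Detection: luminescence measurement of luciferase light output / Schedule: 10 min at ambient temperature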
bIAP act = bovine intestinal alkaline phosphatase activators, primary screen, biochemical, bovine IAP, CDP-star luminescence | purified bovine IAP, 30 min; active compounds read high; fold of DMSO-control signal, blank-subtracted | 200,000 compounds, 0.17% hits | activation factor at 20 µM | AID 1016, 2008;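 active = activation factor of 2 or more at 20 µM, a signal rise over negative controls twice the positive control's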
APP 5UTR inh = inhibitors of APP translation via 5'UTR reporter, primary screen, APP 5'UTR luciferase, SH-SY5Y cells; 190,000 compounds, 0.82% hits; inhibition, % at 2 µM; SH-SY5Y APP 5'UTR-luciferase reporter, luminescence;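 active = inhibition above a set limit, derived from the sample mean plus 3 SD, cut at about 45% in these data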; note: values of inactives mirror those of a sister screen read the other way
FLuc inh counter = firefly luciferase enzyme inhibitors, primary screen, artefact control for luciferase-based inhibitor screens, biochemical, luminescence, ATPLite | Luciferin 4-monooxygenase (Photinus pyralis), P08659 | 10 min | inhibition, % at 10 µM | 200,000 compounds, 1.5% hits;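 active = inhibition above about 50% when tested at 10 µM, limit read from the data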
TNAP inh hiacc = human TNAP enzyme inhibitors, primary screen, biochemical, luminescent, high phosphate acceptor level, uHTS; purified TNAP, CDP-star luminescence, 1 M DEA; AID 1135, 2008; Alkaline phosphatase, tissue-nonspecific isozyme (Homo sapiens), P05186; inhibition, % at 20 µM; 200,000 compounds, 0.03% hits;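 active = over 50% inhibition of tissue-nonspecific alkaline phosphatase at 20 µM in the single-dose screen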;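 note: plate controls were DMSO wells for no effect and EDTA-quenched wells as full inhibition for full effect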
Target sequence (P05186 whole entry, looked up): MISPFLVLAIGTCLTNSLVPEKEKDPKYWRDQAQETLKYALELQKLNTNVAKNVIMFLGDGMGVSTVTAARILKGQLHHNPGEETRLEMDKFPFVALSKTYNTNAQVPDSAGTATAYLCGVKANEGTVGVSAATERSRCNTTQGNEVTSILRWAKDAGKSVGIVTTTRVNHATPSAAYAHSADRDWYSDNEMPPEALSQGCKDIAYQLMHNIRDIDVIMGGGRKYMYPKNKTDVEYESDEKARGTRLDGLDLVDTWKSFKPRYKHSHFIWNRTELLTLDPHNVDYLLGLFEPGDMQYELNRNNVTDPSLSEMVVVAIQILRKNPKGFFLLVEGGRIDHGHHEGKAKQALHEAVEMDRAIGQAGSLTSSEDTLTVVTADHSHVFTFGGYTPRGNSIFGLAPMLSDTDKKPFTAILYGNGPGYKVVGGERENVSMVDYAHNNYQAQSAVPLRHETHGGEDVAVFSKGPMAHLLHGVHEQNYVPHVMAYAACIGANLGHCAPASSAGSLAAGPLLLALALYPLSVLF
TNAP act hi DEA = TNAP activators at high phosphate acceptor level, primary screen, biochemical, luminescence, uHTS; Alkaline phosphatase, tissue-nonspecific isozyme (Homo sapiens), P05186; purified TNAP, CDP-star luminescence, 1 M DEA, 30 min; active compounds read high; 0 = EDTA background, 1 = DMSO-only activity; activation factor at 20 µM; 200,000 tested, under 10 active; AID 1136, 2008;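 active = activation factor at least 2 at 20 µM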
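Dosing: 20 µM single point. System: human TNAP. Amount: TNAP 1/800 final. Incubation: 30 min, room temperature. Read-out: TNAP activation factor scaled between EDTA and DMSO control wells. Signal: luminescence from CDP-star hydrolysis. Medium: 1 M DEA, pH 9.8, Mg2+, Zn2+. Control set: EDTA negative control, DMSO positive control.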
RAM inhibit = inhibitors of the yeast RAM network, primary screen, dse1pr::URA3 reporter, 5-FOA selection; inhibition, % at 50 µM; 190,000 compounds, 1.8% hits; AID 868, 2007; S. cerevisiae dse1pr::URA3 reporter, 5-FOA growth OD615, 2 d; analog-sensitive cbk1-as2 kinase mutant strain;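 active = inhibition above a set limit, 3 SD over mean compound inhibition, cut at about 8.4% in these data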;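 note: 0% = DMSO-only wells with no growth and 100% = 10 µM 1-NA-PP1 full growth; inhibition rescues growth on 5-FOA so higher OD means more RAM inhibition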
Lmaj promast = Leishmania major promastigote growth inhibition, primary screen; Leishmania major promastigotes, resazurin fluorescence viability; inhibition, % at 10 µM; 200,000 compounds, 9% hits; AID 1063, 2008; in the data active = inhibition above about 50%;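 note: promastigotes grown with compound for 44 hours at 28 °C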
bIAP inhibitor = bovine intestinal alkaline phosphatase inhibitors, primary screen, selectivity assay for TNAP inhibitor project, biochemical, bovine IAP, CDP-star luminescence | alkaline phosphatase, intestinal [Bos taurus] | purified bovine IAP, 30 min | inhibition, % at 20 µM | 190,000 tested, under 10 active | AID 1019, 2008;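 active = over 50% inhibition of intestinal alkaline phosphatase at 20 µM in the single-dose screen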
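test system = bovine IAP enzyme | medium = DEA buffer 100 mM, pH 9.8, with MgCl2 1.0 mM, ZnCl2 0.02 mM | detection = luminescence | dosing = single compound dose of 20 µM, 2% DMSO final | incubation = 30 min reaction at room temperature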
TNAP inh noacc = human TNAP enzyme inhibitors, primary screen, biochemical, luminescent, no phosphate acceptor, uHTS | Alkaline phosphatase, tissue-nonspecific isozyme (Homo sapiens), P05186 | 200,000 compounds, 0.26% hits | inhibition, % at 20 µM | AID 1012, 2008 | purified TNAP, CDP-star luminescence, 30 min;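 active = tissue-nonspecific alkaline phosphatase inhibition above about 50% at 20 µM in the single-dose screen, limit read from the data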;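 note: 0% = DMSO negative control and 100% = EDTA positive control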
The depositor's hits bear a star.

SMILES	FLuc act counter	bIAP act	APP 5UTR inh	FLuc inh counter	TNAP inh hiacc	TNAP act hi DEA	RAM inhibit	Lmaj promast	bIAP inhibitor	TNAP inh noacc
Cc1nnc(N(Cc2ccco2)C(=O)c2ccc(C#N)cc2)s1	1	1	0	-2	-8	1.1	0.8	-4	3	-17
CCOc1cccc(-c2nnc3n2N=C(c2cc(OC)ccc2OC)CS3)c1	1	1	88*	3	2	1	1.7	66*	2	0
O=C(Nc1cccnc1)C1OCCc2ccccc21 (stereo not given)	1.1	0.9	-8	-7	-5	1	-0.2	3	5	-5
O=C(c1cnn2c1NC(c1ccc(Br)cc1)CC2C(F)(F)F)N1CCN2CCCC2C1 (stereo not given)	1.1	0.9	0	-6	-5	1.1	-0.7	0	9	-8
O=C(CSCC(=O)c1ccccc1)Nc1ccccc1Cl	1	0.8	3	-1	-3	1	0.5	-7	24	-8
O=C(Nc1ccc2c(c1)C(=O)OC2)Nc1cccc2ccccc12	1	1.1	-7	0	-4	1	5.2	-3	-10	-12
S=c1nc2ccccc2c2nc(-c3ccccc3)[nH]n12	1	0.9	-15	3	-5	1	1.2	-1	9	5
O=C(O)CSc1c2c(nc3cc(C(=O)N4CCOCC4)ccc13)CCCC2	1	1	6	-4	0	1	-0.4	-2	2	-7
COC(=O)C(C)(C)NC(=O)c1cccs1	1.1	0.9	38	-6	-1	1	1.3	-1	7	4
CCOc1ccc(N(CC(=O)NC(C)(C)C)C(=O)c2ccco2)cc1	1.1	1	12	-5	-6	1.1	1.8	-2	2	-5
CCOC(=O)C1CCCN(c2oc(-c3ccc(F)cc3)nc2C#N)C1 (stereo not given)	1	1	-5	-4	-7	1.1	4.7	-8	4	-16
CCOC(=O)c1ccc(NC=C2C(=O)OC3(CCCCC3)OC2=O)cc1	1.1	0.9	-8	-5	-7	1.1	4.0	-1	8	-15
CC(=O)c1ccc(N2CCN(C(=S)Nc3cccc(F)c3)CC2)cc1	1	1	-8	-1	3	1	3.1	0	1	-5
Cc1cc(/C=C2/NC(=O)NC2=O)c(C)n1C	1	1.1	7	-5	3	1	2.3	-1	-11	-8
Cc1ccc(CCNc2ccccc2)c[n+]1[O-]	1	1.1	-10	0	-6	1.1	1.1	-2	-12	-12
COc1ccc(NC(=O)Cc2c(Cl)cccc2Cl)cn1	1	1	-6	-5	-4	1	2.8	10	-3	-11
CCn1c(CNC(=O)c2ccco2)nnc1SCC(=O)Nc1ccc(Br)cc1F	1.1	0.9	2	-7	-5	1	0.5	-3	5	-16
CCS(=O)(=O)n1nc(-c2ccccc2)nc1SCc1ccccc1	1	0.8	-38	2	-2	1	-0.7	5	25	61*
O=[N+]([O-])c1ccc(Sc2nccn2Cc2ccccc2)cc1	1.1	0.8	-22	-9	0	1	0.3	10	17	11
CCn1c(CC(=O)Nc2ccccc2F)nnc1SCC(=O)N1CCN(c2ccccc2)CC1	1	1	-64	-2	0	1	2.0	5	2	-7

Results in bIAP act and TNAP inh noacc, for some of the entries so far:
molecule | bIAP act | TNAP inh noacc
CCOC(=O)c1ccc(NC=C2C(=O)OC3(CCCCC3)OC2=O)cc1 | 0.9 | -15
CCn1c(CC(=O)Nc2ccccc2F)nnc1SCC(=O)N1CCN(c2ccccc2)CC1 | 1 | -7
Cc1cc(/C=C2/NC(=O)NC2=O)c(C)n1C | 1.1 | -8

(list continues)
SMILES	FLuc act counter	bIAP act	APP 5UTR inh	FLuc inh counter	TNAP inh hiacc	TNAP act hi DEA	RAM inhibit	Lmaj promast	bIAP inhibitor	TNAP inh noacc
CCOC(=O)CN1CC23C=CC(O2)C(C(=O)NC2CCCCCC2)C3C1=O (stereo not given)	1.1	0.9	0	-8	-8	1.1	0.9	-6	8	-20
O=C(NCc1ccccc1Cl)c1cccc(C(F)(F)F)c1	1	1	0	-3	1	1	0.5	3	-1	-7
O=c1c2ccccc2[nH]c(=S)n1CCN1CCN(Cc2ccccc2)CC1	1	1.1	-4	-1	-4	1	-0.5	12	-6	-10
Cc1ccc(NC(=S)N2CCCC(CO)C2)c(C)c1 (stereo not given)	0.9	1	10	13	-8	1.1	0.1	-4	4	-14
CCOC(=O)c1cc(-c2ccc(F)cc2)n(CC(=O)N2CCCC2)c1C	1.1	1	12	-5	-2	1	-1.2	7	-1	-4
C=CCNC(=O)/C(C#N)=C\c1cc(Cl)c(O)c(OCC)c1	1	0.8	-12	0	16	0.8	2.8	-4	18	15
COc1ccc2c(c1)OC13CCN(C)CC1C2C(C(=O)c1ccc(F)cc1)C(=O)N3 (stereo not given)	1	1	20	0	-3	1	-0.1	-2	2	-7
COc1ccc(-c2[nH]ncc2CN(C)Cc2cc(C)[nH]n2)c(F)c1	1	1.2	1	-4	1	1	0.4	-3	-20	46
N#Cc1ccc(-c2nc3cc(C#N)c(C#N)cc3nc2-c2ccccc2)cc1C#N	1.1	0.8	0	-10	-6	1.1	1.2	59*	16	-13
Cc1ccsc1C(=O)Nc1cc(C(C)(C)C)nn1-c1ccccc1	1.1	0.9	-6	-6	3	1	3.1	2	12	-4
COc1cc(NC(=O)c2ccc(F)cc2)c(OC)cc1NC(=O)CN1CCOCC1	1.1	1	-20	-7	-5	1	-1.1	5	4	-13
COC(=O)c1c(NC(=O)Cc2ccccc2)sc2c1C(C(=O)OC)CC2 (stereo not given)	1	1.1	12	-4	-4	1	3.5	5	-13	-9
CC1Oc2ccccc2N(CC(=O)NCc2ccc3c(c2)OCO3)C1=O (stereo not given)	0.9	1.1	-65	12	0	1	1.8	-1	-5	-10
CCN(CC)CCn1c(NC(=O)c2ccc(C(F)(F)F)cc2)nc2ccccc21	1	1	9	-4	4	1	-0.6	14	1	-2
COc1cccc(/C(O)=C/c2nc3ccc(C(=O)NCCc4ccc(Cl)cc4)cc3[nH]c2=O)c1	1	1	35	1	16	0.8	5.6	2	-3	10
CCN(CC)C(=O)CSc1nnc(COc2ccccc2)n1CC	1.1	0.9	-4	-6	-1	1	-0.7	-8	10	-7
CCC(=O)N(Cc1cc(=O)[nH]c2ccccc12)c1cccc(C)c1	1	1	-12	-4	-4	1	1.0	14	0	-10
CC(=O)Nc1nc(C)c(S(N)(=O)=O)s1	1.1	0.9	-12	-8	0	1	0.8	3	8	-9
CCCCCCc1c(O)nc(SCC(=O)O)[nH]c1=O	1	1	-19	5	-3	1	-0.1	-9	-4	-10
CCN1CCN(C(=O)c2ccc3c(c2)S(=O)(=O)c2ccccc2C3=O)CC1	1	1.1	-5	-2	-3	1	-0.4	5	-8	-7
CCc1n(CC(O)COC2CCCCC2)c2ccccc2[n+]1C (stereo not given)	1	1	-4	-1	-5	1.1	0.9	-2	0	-5
CSc1ccccc1C(=O)C1CCCN(Cc2c(C)n(C)n(-c3ccccc3)c2=O)C1 (stereo not given)	1.1	1.1	17	-6	-5	1	-1.7	6	-9	-14
CCC(=O)N1CCCc2cc(S(=O)(=O)N3CCN(c4ccccn4)CC3)ccc21	1	1	12	-4	-2	1	0.7	-5	-2	-7
CC(=O)COc1ccc2c(-c3ccccc3)cc(=O)oc2c1	0.9	0.8	-10	8	-3	1	3.4	14	22	1
O=C(c1ccc(F)cc1)N1CCC(N2CCCCCC2)CC1	1	1	-3	-2	-8	1.1	0.3	21	-2	-10
CCOc1ccc(NC(=S)NC(=O)/C=C/c2ccc(OC)cc2)c([N+](=O)[O-])c1	1	1.3	-9	3	4	1	1.3	-5	-34	0
COc1ccc(-c2nc(Cn3c(SCc4ccc(F)cc4)nc4ccncc43)c(C)o2)cc1OC	1	1	-15	2	-9	1.1	-0.6	2	1	-9
CC(C)C(NC(=O)c1ccco1)C(=O)OCC(=O)Nc1ccc(C(N)=O)cc1 (stereo not given)	1.1	1.1	17	-7	-5	1	1.6	-14	-12	-8
Cc1cc(-c2nn(-c3ccccc3F)cc2CN2CCC(C(N)=O)CC2)c(C)s1	1.1	1.1	-22	-7	-4	1	0.6	1	-6	-6
COCCCNc1nc(-c2ccncc2)nc2ccccc12	1.1	0.9	-5	-8	-3	1	1.9	30	8	-14
CCOC(=O)C(O)(CC(=O)c1ccc(OC)cc1)C(F)(F)F (stereo not given)	1	1.1	-3	-1	-4	1	1.1	-3	-5	-11
CCC(CC)c1nc(C#N)c(NC(C)c2ccccc2)o1 (stereo not given)	1	0.7	14	-2	-7	1.1	-0.1	19	26	6
CCCN1CCCc2ccccc21	1.1	0.9	5	-6	-4	1	0.6	24	9	-17
Cc1ccc(-n2nnnc2SCc2nc3sc(C)c(C)c3c(=O)[nH]2)cc1	1.1	1	3	-7	-5	1.1	3.2	58*	3	-20
CCOc1cc(S(=O)(=O)n2cnc(C)c2)ccc1Cl	1	1.1	4	-4	-4	1	-0.3	3	-11	-7
COc1ccc(C)cc1NC(=O)c1ccc(S(=O)(=O)N2CCOCC2)cc1	1.1	0.9	-5	-6	0	1	2.7	-5	7	-4
COc1cc(NS(=O)(=O)c2ccc(N/C=C\C(=O)c3ccc(F)cc3)cc2)nc(OC)n1	1	1	22	-5	3	1	3.6	30	-1	-2
O=C(CC1C(=O)N(c2ccccc2)C(=O)N1C1CCCCC1)Nc1ccccc1 (stereo not given)	1.1	1.1	16	-5	-11	1.1	-0.3	4	-9	-8
Clc1ccc(C(c2nnnn2C2CCCC2)N2CCN(Cc3ccncc3)CC2)cc1 (stereo not given)	1.1	1	-4	-5	-9	1.1	0.8	88*	-4	-15
Cc1cc(O)c(C(C[N+](=O)[O-])c2ccc(Cl)cc2)c(=O)o1 (stereo not given)	1	1	18	-2	0	1	0.0	4	-4	-4
O=C(NNc1c(Cl)cc(Cl)cc1Cl)C1CCC1	1.1	0.8	13	-5	-8	1.1	0.5	-4	22	-10
COc1cc(C2Nc3ccccc3C(=O)N2c2ccccc2OC)ccc1O (stereo not given)	1	1	-20	-2	-5	1	1.9	1	4	-4
CC(C)C(NC(=O)c1ccc(C(C)(C)C)cc1)C(=O)NCCc1ccccn1 (stereo not given)	1	1.3	-12	-2	-5	1.1	-0.5	1	-26	-16
CC(C)=C1Cc2ccccc2C1=O	1	1	-6	2	-2	1	-0.9	-4	4	-10

Compound activity as filed in PubChem.
